# MITF inh: MITF inhibitors, primary screen, biochemical, AlphaScreen, human; AlphaScreen MITF homodimerization, bead proximity signal; 650,000 compounds, 0.91% hits; inhibition, % at 2.6 µM; AID 1259374, 2018; Microphthalmia-associated transcription factor (Homo sapiens), O75030; in the data active = inhibition above about 50%;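 also: 0% = vehicle wells with protein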
# Target sequence (O75030 whole entry, looked up): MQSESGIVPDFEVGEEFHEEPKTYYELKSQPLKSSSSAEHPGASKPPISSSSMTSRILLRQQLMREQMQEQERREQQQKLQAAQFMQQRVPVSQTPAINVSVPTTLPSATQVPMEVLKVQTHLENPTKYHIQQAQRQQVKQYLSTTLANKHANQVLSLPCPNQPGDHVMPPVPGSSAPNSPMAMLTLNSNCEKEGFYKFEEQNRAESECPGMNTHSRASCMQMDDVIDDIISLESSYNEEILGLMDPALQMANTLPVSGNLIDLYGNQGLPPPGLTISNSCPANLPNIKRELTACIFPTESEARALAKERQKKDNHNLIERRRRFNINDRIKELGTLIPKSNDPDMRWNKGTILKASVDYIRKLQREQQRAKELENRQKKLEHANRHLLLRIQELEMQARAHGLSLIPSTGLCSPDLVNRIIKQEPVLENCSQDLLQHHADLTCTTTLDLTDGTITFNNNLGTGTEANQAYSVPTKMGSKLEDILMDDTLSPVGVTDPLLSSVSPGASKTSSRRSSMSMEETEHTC
# GPR151 activ: activators of human GPR151, primary screen, cell-based, PathHunter beta-arrestin, luminescence | 650,000 compounds, 1% hits | G-protein coupled receptor 151 (Homo sapiens), Q8TDV0 | PathHunter beta-arrestin GPR151 cells | AID 1508602, 2020 | activation, % at 11.2 µM; in the data active = activation above about 4.9%;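 also: 0% = median of compound wells and 100% = cells with positive control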
# Target sequence (Q8TDV0 whole entry, looked up): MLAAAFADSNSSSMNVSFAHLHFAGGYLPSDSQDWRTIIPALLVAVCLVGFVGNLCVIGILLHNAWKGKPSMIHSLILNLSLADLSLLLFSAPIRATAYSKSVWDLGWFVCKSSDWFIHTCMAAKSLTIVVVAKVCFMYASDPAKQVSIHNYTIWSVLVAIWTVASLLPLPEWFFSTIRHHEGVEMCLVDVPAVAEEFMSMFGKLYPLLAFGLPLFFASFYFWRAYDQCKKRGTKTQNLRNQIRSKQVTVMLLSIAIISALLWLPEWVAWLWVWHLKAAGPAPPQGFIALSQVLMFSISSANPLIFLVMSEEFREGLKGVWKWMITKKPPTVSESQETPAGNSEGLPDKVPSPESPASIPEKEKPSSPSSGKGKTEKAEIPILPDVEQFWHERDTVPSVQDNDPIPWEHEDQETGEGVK
# FBW7 activator: FBW7 E3 ligase activators, primary screen, biochemical, AlphaScreen, human. F-box/WD repeat-containing protein 7 (Homo sapiens), Q969H0. AlphaScreen FBW7–phospho-cyclin E peptide binding, activator screen. normalized activity (activation), % at 26.1 µM. 650,000 compounds, 0.13% hits. AID 1259310, 2017; in the data active = normalized activity above about 1.9%;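 also: purified mutant Fbw7 with reduced substrate affinity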
# TEAD-YAP inh: TEAD-YAP interaction inhibition, primary screen, TEAD-YAP interaction inhibitor project, luminescence, HEK-TIYL cells | 640,000 compounds, 1.4% hits | TEAD-Gal4/YAP UAS-luciferase luminescence | AID 1259422, 2018 | inhibition, % at 9.12 µM; in the data active = inhibition above about 32%;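 also: 0% = median of test compound wells and 100% = reference inhibitor wells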
# * = called active by the depositor.
# The line under a structure holds: MITF inh, GPR151 activ, FBW7 activator, TEAD-YAP inh
COc1ccc2nc(-c3ccc(NC(=O)COc4ccc(Cl)cc4)cc3)cn2n1
 : 5, -1.2, 0.8, -8
NC(=O)C1CCN(C(=O)Nc2cccc(Cl)c2)CC1
 : 22, 0.3, 0.9, 1
Oc1ccc(Nc2nc3nonc3nc2Nc2cccc(Br)c2)cc1
 : 12, 3.5, -0.2, 45*
CCCn1c(C)cc(C(=O)CSc2nnc(-c3cc(OC)c(OC)c(OC)c3)o2)c1C
 : 12, -0.2, 0.0, 0
O=C(N1CCN(c2ccc([N+](=O)[O-])cc2F)CC1)C12CC3CC(CC(C3)C1)C2
 : 13, 0.5, -0.1, 6
CCN1CCN(CCCN(Cc2ccco2)C(=S)Nc2ccccc2OC)CC1
 : 15, 0.1, -0.1, 0
COc1ccc(CCNS(=O)(=O)c2ccc3c(c2)SC(C)C(=O)N3)cc1OC (centres undefined)
 : 11, -1.1, 0.1, 3
COc1ccc(Cl)cc1NC(=O)c1cc(C(=O)O)ccc1C(=O)O
 : 20, 1.5, 1.0, 14
Cn1cc(C(=O)Nc2ccc(Oc3ccccc3)cc2)c2ccccc2c1=O
 : -1, 1.9, 0.0, -2
CSc1nnc(NC(=O)c2ccc(C)c(C)c2)s1
 : 4, 4.8, -0.1, 2
CC(=O)OC1CC(C)(C)N(OC(=O)CCCN2C(=O)c3ccccc3C2=O)C(C)(C)C1
 : -10, 0.5, 0.0, 8
COCCOC(=O)c1c(C)oc2ccc(OCC(=O)NN)cc12
 : 1, -0.3, -0.1, -1
Cc1[nH]nc2c1C(C)(c1cccc([N+](=O)[O-])c1)C(C#N)=C(N)O2 (centres undefined)
 : -6, 0.2, 0.0, -1
Cc1sc2ncnc(Oc3ccc4ccccc4c3)c2c1C
 : 0, -1.3, 0.0, -30
N#CC1=C(N)OC2=C(C(=O)CCC2)C1c1ccc(Cl)cc1 (centres undefined)
 : 14, -0.3, 0.0, 16
COc1ccc(-n2nc(C(=O)NCC(=O)N3CCN(Cc4ccccc4)CC3)c3ccccc3c2=O)cc1Cl
 : -4, 1.4, -0.1, 11
Brc1ccc(-n2cc(-c3ccccc3)c3c(NCc4ccccc4)ncnc32)cc1
 : 3, 3.5, -0.1, 4
CCOC(=O)C1=C(CSc2nc(CC)c(C)cc2C#N)OC(N)=C(C#N)C1c1ccc(F)cc1 (centres undefined)
 : -5, -1.8, -0.1, -3
CCCCOc1ccc(C(=O)Nc2ccc(S(=O)(=O)Nc3nnc(CC)s3)cc2)cc1
 : 3, 0.2, 0.0, 4
CCN(CC)c1ccc(C2CC(=O)C3=C(C2)Nc2ccccc2NC3c2ccco2)cc1 (centres undefined)
 : 6, -0.6, -0.1, 31
O=C(CN1CCCCCC1)NCCc1ccc(F)cc1
 : 11, -0.6, -0.2, 11
CNS(=O)(=O)c1ccc(NC(=O)N2CCCC2)cc1
 : -9, 2.0, 0.0, 5
CC(=O)Nc1ccc(-n2sc3c(c2=S)-c2ccccc2NC3(C)C)cc1
 : 3, 0.4, -0.1, 12
COCCn1c(=N)c(C(=O)NC2CCCC2)cc2c(=O)n3ccccc3nc21
 : 7, 2.5, 0.1, 2
O=C(c1ccccc1F)N1CCN(Cc2cccc3ccccc23)CC1
 : 47, 0.7, 0.0, 7
C=C(C)Cn1cnc2c(sc3nc4c(cc32)COC(C)(C)C4)c1=O
 : -12, 1.0, -0.4, -57
COc1cc(S(=O)(=O)n2c(C)nc3ccccc32)ccc1F
 : -1, 0.1, 0.0, 29
CCOc1cc(-c2noc(CCCC(=O)Nc3ccc(F)cc3)n2)ccc1OC
 : 4, 0.0, 0.2, 5
CCCOC(=O)c1ccc(NC(=O)c2cc(-c3ccccc3Cl)nc3ccccc23)cc1
 : -5, -0.5, -0.1, 28
CCOc1ccc(S(=O)(=O)Nc2ccccc2C)cc1-c1nc2c(C(C)(C)C)nn(C)c2c(=O)[nH]1
 : 1, 1.0, 0.0, 5

# Among those listed so far, these contain a furan ring, fused or not.
# The line under a structure holds: MITF inh, GPR151 activ, FBW7 activator, TEAD-YAP inh
CCN1CCN(CCCN(Cc2ccco2)C(=S)Nc2ccccc2OC)CC1
 : 15, 0.1, -0.1, 0
COCCOC(=O)c1c(C)oc2ccc(OCC(=O)NN)cc12
 : 1, -0.3, -0.1, -1
CCN(CC)c1ccc(C2CC(=O)C3=C(C2)Nc2ccccc2NC3c2ccco2)cc1 (centres undefined)
 : 6, -0.6, -0.1, 31

# (cont.)
# The line under a structure holds: MITF inh, GPR151 activ, FBW7 activator, TEAD-YAP inh
COc1cc(NC(=O)CSc2nc(-c3ccccc3)cc(=O)[nH]2)cc(OC)c1
 : -7, 0.8, -0.1, -3
C=CCOc1ccc(/C=N/NC(=O)COc2ccc(Br)cc2OC)cc1
 : 16, 1.8, 0.0, 11
Cc1nc(NCCNC(=O)c2cccc(F)c2)c2c3c(sc2n1)CCCC3
 : 5, 1.2, 0.1, -5
CCSc1nc(N2CCOCC2)c2cnn(CCNC(=O)c3ccccc3F)c2n1
 : 4, -0.9, 0.0, -7
COc1ccc(NC(=O)CN2C(=O)NC(C)(c3ccc(C)cc3)C2=O)c([N+](=O)[O-])c1 (centres undefined)
 : -15, -0.5, -0.2, 20
Cc1nc(C(=O)N2CCCC(c3nnc(-c4ccccc4F)s3)C2)cs1 (centres undefined)
 : -3, -4.7, 0.1, 5
Cc1cc(NC2CCN(Cc3ccccc3)CC2)nc(N2CCCC2CO)n1 (centres undefined)
 : 1, 0.5, 0.1, -9
O=C(Nc1ccc(Br)cc1)c1ccc(F)c(S(=O)(=O)N2CCN(c3ccccc3)CC2)c1
 : -5, -2.8, 0.0, -2
Cc1ccnc2nc(C(=O)OCC(=O)c3ccc(S(=O)(=O)N4CCCC4)cc3)nn12
 : -3, 0.7, 0.0, 6
CCNc1nc2ccc(C(=O)NCCOc3ccccc3)cc2s1
 : 5, 1.2, 0.0, -47

# Exported field by field: part of the list above
> Cc1cc(NC2CCN(Cc3ccccc3)CC2)nc(N2CCCC2CO)n1 (centres undefined)
- MITF inh: 1
- GPR151 activ: 0.5
- FBW7 activator: 0.1
- TEAD-YAP inh: -9
> CCNc1nc2ccc(C(=O)NCCOc3ccccc3)cc2s1
- MITF inh: 5
- GPR151 activ: 1.2
- FBW7 activator: 0.0
- TEAD-YAP inh: -47
> Cc1ccnc2nc(C(=O)OCC(=O)c3ccc(S(=O)(=O)N4CCCC4)cc3)nn12
- MITF inh: -3
- GPR151 activ: 0.7
- FBW7 activator: 0.0
- TEAD-YAP inh: 6
> COc1ccc(NC(=O)CN2C(=O)NC(C)(c3ccc(C)cc3)C2=O)c([N+](=O)[O-])c1 (centres undefined)
- MITF inh: -15
- GPR151 activ: -0.5
- FBW7 activator: -0.2
- TEAD-YAP inh: 20

# Next structures.
smiles	MITF inh	GPR151 activ	FBW7 activator	TEAD-YAP inh
COc1ccc(/C(C)=N\NC(=O)c2ccc(C)nc2)cc1OC	0	-1.3	-0.2	-7
Cc1ccc(NC(=O)Cn2c(Cc3ccccc3)nc3sc4c(c3c2=O)CCCC4)c(C)c1	-7	-0.3	-0.1	11
O=C(CCN1C(=O)c2ccccc2C1=O)Nc1ccccc1Oc1ccccc1	-8	-0.7	-0.1	1
COc1ccc(C=Nc2ccc(C(N)=O)cc2)c2ccccc12	-1	-0.2	0.2	-8
C=CCn1c(=NC(=O)c2c(F)cccc2F)sc2cc(S(N)(=O)=O)ccc21	-9	0.4	0.1	9
CCCn1c(NCCc2ccccc2)nc2c1c(=O)[nH]c(=O)n2C	4	-1.8	-0.1	-10
COc1ccc(-c2noc(-c3cc(OC)c(OC)cc3OC)n2)cc1OC	15	3.1	-0.3	1
O=C(CN1C2=NCCCN2c2ccccc21)C12CC3CC(CC(C3)C1)C2	-6	-0.1	-0.2	11
COc1ccc(-n2nc(C(=O)NCC(=O)O)c3ccccc3c2=O)c(OC)c1	1	1.0	0.1	5
Cc1ccc(C(=O)Nc2ccccc2)cc1S(=O)(=O)Nc1ccccc1	2	3.1	0.0	6
O=C1C2CSC(c3ccc(Cl)cc3)N2C(=S)N1c1cccc(C(F)(F)F)c1 (centres undefined)	7	1.0	0.3	11
Cn1cc(CNC(=O)Nc2ccc(F)cc2F)cn1	-5	-0.7	0.0	-24
Cc1cccc(C(=O)Nc2ccc(NC(=O)Cc3ccccc3)cc2)c1	-2	-0.7	-0.1	9
COc1ccc2c(c1)CC(C(=O)Nc1sc3c(c1C#N)CCCC3)C(=O)O2 (centres undefined)	0	0.5	-0.2	1
CCOC(=O)c1c(NC(=O)CSc2nnc3c4ccccc4n(CC)c3n2)sc2c1CCN(C)C2	0	1.5	-0.1	2
CC(C)OC(=O)CC(=O)CSc1nc(-c2ccccc2)cc(-c2ccccc2)c1C#N	1	0.6	0.2	16
COCC(=O)Nc1cc(C(=O)OC)cc(C(=O)OC)c1	7	1.2	0.0	9
CN(C)c1cccc(Nc2nc(NC3CC3)c3ncn(-c4ccccc4)c3n2)c1	-9	1.8	-0.1	-28
O=[N+]([O-])c1ccc(-c2nc3c4ccccc4nc(SCc4ccccc4Cl)n3n2)cc1	3	1.1	0.0	2
Cc1cc2cc(CNC(=O)c3ccccc3[N+](=O)[O-])ccc2[nH]1	-5	-0.9	-0.2	-6
c1ccc(N2CCN(c3nc(-c4cccnc4)nc4ccccc34)CC2)cc1	8	-0.8	0.0	2
CCOc1cc(C2Nc3ccccc3NC3=C2C(=O)CC(c2ccc(OC)cc2)C3)cc(Br)c1OC (centres undefined)	-10	-0.6	-0.2	-10
COCCn1nnnc1C(c1ccc(N(C)C)cc1)N1CCN(C2CCCCC2)CC1 (centres undefined)	4	0.3	0.0	1
COc1ccccc1-n1c(CNC(=O)c2cccs2)nnc1SCC(=O)Nc1ccc(F)cc1	3	1.1	0.0	0
CC1CC(=O)N(Cc2cccc(F)c2)c2ccccc2S1 (centres undefined)	8	-0.1	0.8	10
CCN(CC)C(=O)CCc1nc(-c2ccc(Cl)cc2)no1	-9	1.8	0.5	-40
CN1CCN(c2ccc([N+](=O)[O-])cc2C(=O)c2ccccc2)CC1	-12	0.9	-0.2	4
Cc1cc2[nH]c(=O)c(=O)[nH]c2cc1S(=O)(=O)N1CCOc2ccccc21	-9	-1.1	-0.5	-9
Cc1cccc(CC(=O)Nc2cccc(-c3nc4cccnc4s3)c2)c1	3	-0.5	0.1	-29
Cc1nc(-c2cncc(-c3ccccc3)c2)cc(N2CCN(CCO)CC2)n1	-14	2.6	0.1	-6
O=C1NC(=O)/C(=C\c2cn(Cc3ccccc3Cl)c3ccccc23)N1	14	-1.4	0.6	5
CN(Cc1nccn1C)c1nncc(-c2ccc3c(c2)OCO3)n1	2	2.8	0.5	-3
O=C(NC1CCCC1)C1CCN(S(=O)(=O)N2CCCCC2)CC1	4	-0.1	-0.2	-6
CCOc1ccc(NC(=O)CCC(C(=O)O)C(C)C)cc1 (centres undefined)	10	-2.6	0.6	-32
Cc1sc2nc(SC(C)C(=O)NCC3CCCO3)n(C3CCCC3)c(=O)c2c1C (centres undefined)	1	-0.4	-0.1	-2
CCN(CC)CCCN1C(=O)C(O)=C(C(C)=O)C1c1ccccc1 (centres undefined)	2	-1.7	0.2	-3
CC(C)c1ccc(/C=C/C(=O)NCc2ccccn2)cc1	14	-1.2	-0.2	-7
Cc1ccc2c(c1)C(c1ccc(Br)cc1)=NNC(c1ccccc1)=N2	-5	0.0	0.1	-2
CCC1CN(CCNC(=O)Cc2ccccc2F)Cc2cc(OC)ccc2O1 (centres undefined)	-4	-0.6	0.1	10
COc1ccc(-c2noc(CSc3nc(N)c(-c4ccccc4)c(=O)[nH]3)n2)cc1	5	-0.2	0.1	3
CCOC(=O)CCNC(=O)N1CCCC(CNC(=O)c2cccs2)C1 (centres undefined)	-3	-0.8	-0.1	-3
Cc1ccc(C(=O)O/N=C(\N)c2ccccc2)cc1Cl	13	-1.1	0.0	-37
COc1cccc(NC(=O)Cc2cn(C)c3ccccc23)c1	0	0.7	0.0	-16
CC(=O)c1ccc2c(c1)CC(c1nc3c(F)cc(-c4ccnc(N)n4)cc3[nH]1)CO2 (centres undefined)	25	-0.6	-0.3	-13
COc1cccc(-c2cc3nc(C)cc(N4CCCC4)n3n2)c1	7	-1.1	0.3	7
Nc1ccc(-c2nc3c(Cl)c(N)ccc3[nH]2)cc1	-114	-2.2	-0.1	-12
COc1cc(C2C(C(=O)OC(C)C)=C(C)NC3=C2C(=O)CC(c2ccc(Cl)cc2)C3)cc(Br)c1O (centres undefined)	-20	2.5	0.0	0
Cc1cc(C)n(-c2cccc(CN(C)C(=O)C3CC(Cc4ccc(F)cc4)=NO3)c2)n1 (centres undefined)	3	1.5	-0.3	-9
CC(C)N1C(=O)C(NC(=O)C(F)(F)F)(C(F)(F)F)c2ccccc21 (centres undefined)	6	-1.4	0.1	4
